E coli Lon inh – inhibits E. coli Lon protease; inhibition, % at 7.94 µM; purified E. coli Lon protease, fluorescence polarization; actives 0.42% (n = 360,000); in the data active = inhibition above about 13%, passing the limit was not always enough;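 note: 0% = enzyme with probe and DMSO and 100% = no enzyme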
Neddyl block – blocks human cullin neddylation; AID 651699; TR-FRET cullin neddylation, biochemical; actives 0.58% (n = 360,000); P61081+Q13564; calls only at 25 µM; in the data active = inhibition above about 36%
PABP1 MLLE inh – blocks PAM2 peptide binding to the PABP1 MLLE domain | P11940 | GST-MLLE / FITC-PAM2 fluorescence polarization | inhibition, % at 20 µM | actives 0.36% (n = 360,000); in the data active = inhibition above about 35%, passing the limit was not always enough;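 note: plate controls were DMSO wells with GST-MLLE for no effect and wells lacking GST-MLLE protein for full effect; some results filed as inactive read as strong as hits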
Target sequence (P11940 whole entry, looked up, the tested form may be a part): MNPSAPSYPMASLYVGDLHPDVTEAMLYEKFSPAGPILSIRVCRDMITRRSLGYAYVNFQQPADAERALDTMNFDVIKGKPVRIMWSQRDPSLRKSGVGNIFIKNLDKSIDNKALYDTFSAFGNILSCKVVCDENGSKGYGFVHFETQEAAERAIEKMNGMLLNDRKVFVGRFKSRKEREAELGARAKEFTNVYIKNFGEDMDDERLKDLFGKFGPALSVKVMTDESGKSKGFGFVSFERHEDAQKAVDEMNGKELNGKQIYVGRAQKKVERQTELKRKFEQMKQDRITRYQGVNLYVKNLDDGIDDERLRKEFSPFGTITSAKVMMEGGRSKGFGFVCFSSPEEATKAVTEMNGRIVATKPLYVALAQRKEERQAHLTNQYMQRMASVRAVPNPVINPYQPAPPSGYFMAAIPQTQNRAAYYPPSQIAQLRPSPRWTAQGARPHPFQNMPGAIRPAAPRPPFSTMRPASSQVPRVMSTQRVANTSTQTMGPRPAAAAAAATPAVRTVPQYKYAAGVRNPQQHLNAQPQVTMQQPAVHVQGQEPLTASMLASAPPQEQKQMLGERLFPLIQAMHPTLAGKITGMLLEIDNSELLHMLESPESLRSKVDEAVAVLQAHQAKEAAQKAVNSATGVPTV
MsrA act – activates bovine MsrA enzyme; actives 0.3% (n = 360,000); purified bovine MsrA, absorbance read-out; AID 602163; activation, % at 10.6 µM; in the data active = activation above about 7.5%;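 note: 0% = vehicle and 100% = reference activator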
TbMetRS inhib – Trypanosoma brucei MetRS inhibition | purified T. brucei MetRS, ATP depletion, Kinase-Glo luminescence | inhibition, % at 11.9 µM | actives 0.4% (n = 360,000) | AID 624268;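 active = inhibition above a per-plate cutoff of the control wells' mean inhibition plus 3 SD, cut at about 5.5% in these data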;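 note: 0% = DMSO wells median and 100% = median of wells with control inhibitor compound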
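Material: parasite MetRS enzyme / Replication: singlicate, one well per compound / Signal: luminescence of leftover ATP / Schedule: 2 h aminoacylation at 25 °C after 15 min preincubation / Medium: HEPES-MgCl2-KCl buffer plus DTT, spermine, BSA, pyrophosphatase / Doses: 11.9 µM single point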
FAS-TE inh – FAS thioesterase (human) inhibition; P49327; recombinant FAS-TE, OMFH fluorogenic substrate, fluorescence endpoint; inhibition, % at 15 µM; actives 0.67% (n = 360,000);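 active = compounds whose normalised, plate-corrected inhibition of enzyme fluorescence in the single-dose primary screen is 50% or more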;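 note: 0% = DMSO with enzyme and 100% = substrate without enzyme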
MsrA inh – inhibits bovine methionine sulfoxide reductase A; purified bovine MsrA, absorbance read-out; AID 651718; inhibition, % at 15.5 µM; actives 0.75% (n = 360,000); in the data active = inhibition above about 4.5%;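 note: 0% = vehicle wells with enzyme and 100% = reference inhibitor wells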
Rin1-Abl PPI inh – human Rin1-Abl interaction inhibition. inhibition, % at 7.35 µM. TR-FRET Rin1/Abl binding, biochemical. AID 588664. P00519+Q13671. actives 0.4% (n = 360,000); in the data active = inhibition above about 5%, passing the limit was not always enough
CSN inh – CSN deneddylation inhibition. Q92905. Purified CSN, SCF-Nedd8-OG deneddylation, fluorescence polarization. inhibition, % at 12.5 µM. actives 0.38% (n = 360,000). AID 651999;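 active = pattern-corrected inhibition above about 35%, with an unprinted fluorescence ratio check between 0.5 and 1.5, limit read from the data, passing the limit was not always enough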;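 note: 0% = enzyme with substrate and 100% = substrate without enzyme; some results filed as inactive read as strong as hits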
Target sequence (Q92905 whole entry, looked up, one chain of several): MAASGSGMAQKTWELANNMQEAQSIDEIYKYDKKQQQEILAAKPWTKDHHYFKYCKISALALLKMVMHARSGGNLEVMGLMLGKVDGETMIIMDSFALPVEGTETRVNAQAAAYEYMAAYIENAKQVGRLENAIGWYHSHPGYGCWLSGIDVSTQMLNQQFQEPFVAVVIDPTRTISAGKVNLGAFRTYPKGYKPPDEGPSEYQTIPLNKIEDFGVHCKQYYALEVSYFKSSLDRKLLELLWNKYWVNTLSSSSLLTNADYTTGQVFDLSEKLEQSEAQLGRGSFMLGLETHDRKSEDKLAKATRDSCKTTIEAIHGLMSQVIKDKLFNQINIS
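Test system: Human Csn5 produced in HEK293T cells | Compound: 12.5 µM single point | Times: 90 min, room temperature | Signal: Fluorescence polarization readout | Read-out basis: % inhibition of substrate cleavage by Csn5 | Controls: no-enzyme wells high, enzyme-with-substrate wells low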
Starred values were filed as active, the others as inactive; i = inactive; / = not tested or not shown; + = active, no number.

Every second line gives: TbMetRS inhib, CSN inh, Neddyl block, Rin1-Abl PPI inh, PABP1 MLLE inh, E coli Lon inh, MsrA act, FAS-TE inh, MsrA inh
O=C(NC1=NCCS1)c1ccc([N+](=O)[O-])cc1Cl
    0.3, -14.7, i, 2.0, -5.6, -1.8, -0.6, 0.9, 0.4
COCc1cc(C)nc(SCC(=O)NCc2ccco2)c1C#N
    -0.1, -0.8, i, -4.6, 2.4, 13.1, -0.7, -5.6, 1.0
C[C@@H]1CN([C@@H](C)CO)C(=O)CCCn2nncc2CO[C@H]1CN(C)Cc1ccc(-c2ccccc2)cc1
    -0.5, 1.9, i, -1.1, -3.4, 0.5, 2.4, -7.7, -1.8
CCCNCc1cc(OC)c(OCc2ccccc2)cc1Br
    0.2, -7.2, i, -2.6, 1.7, 5.5, -1.3, -0.1, 1.9
CC(C)c1ccc(C2OCCCO2)cc1
    0.1, 2.0, i, 2.6, 7.7, -5.5, -12.1, -0.8, 0.9
COc1ccc(NC(=O)N(C)C[C@H]2Oc3ccc(NC(=O)c4ccncc4)cc3C(=O)N([C@H](C)CO)C[C@@H]2C)cc1
    -0.4, -1.8, i, 3.7, -71.5, 11.0, -7.4, -10.9, 0.0
CC1(C)OC1(C#N)c1ccccc1 (configuration not stated)
    -0.4, 5.4, i, 0.0, 12.2, -1.4, -1.8, -8.7, 0.4
CCOC(=O)C1=C(SCC(=O)Nc2ccccc2)NC(=O)C(C#N)C12CCCCC2 (configuration not stated)
    0.5, 0.3, i, -4.6, 15.1, 7.0, 0.0, 7.4, -0.4
CCCN(CC(=O)Nc1ccccc1OC)C(=O)c1cc2ccccc2o1
    -0.4, 1.9, i, 1.5, -27.9, -2.3, -2.8, 1.4, 0.5
C=CCOc1ccccc1CNCc1cccnc1
    -0.1, 5.7, i, 3.4, -0.4, -7.6, -1.8, -6.3, -0.1

Going on with the list:
Every second line gives: TbMetRS inhib, CSN inh, Neddyl block, Rin1-Abl PPI inh, PABP1 MLLE inh, E coli Lon inh, MsrA act, FAS-TE inh, MsrA inh
CC(=O)Nc1ccc(NC(=O)C(C)OC(=O)c2ccc3[nH]c(C)c(C)c3c2)cc1 (configuration not stated)
    -0.6, -1.2, i, 2.3, -44.1, -1.1, -6.7, 1.7, 0.1
COc1ccc(C(=O)NCCCN2CCCC2=O)cc1
    -0.3, -1.6, i, -1.3, -5.8, -8.7, -4.5, -7.5, 0.4
COc1ccc(CNC(=O)CC[C@H]2O[C@@H](n3cc(C)c(=O)[nH]c3=O)C[C@@H]2O)cc1
    -0.2, 3.8, i, 4.7, -9.3, -3.6, -3.9, -8.3, 0.5
O=C(NCc1ccncc1)c1ccc(Cn2cc(C(F)(F)F)ccc2=O)cc1
    -0.6, 3.6, i, -2.9, -18.6, -6.5, -8.6, -7.4, -0.6
C=CCN1CCN(C(c2ccc(Cl)cc2)c2nnnn2CCc2ccc(OC)c(OC)c2)CC1 (configuration not stated)
    -1.5, 0.3, i, 1.0, 7.2, -9.8, -2.5, -6.9, 0.8
CCC(=O)Nc1ccc(/C=C(\C(C)=O)C(=O)c2ccccc2)cc1
    0.6, 4.7, i, 0.6, -7.7, 3.0, -3.9, -6.4, 3.2
Cc1cccc(-c2nnc3sc(-c4ccccc4C)nn23)c1
    -0.2, -2.7, i, 5.4, -16.8, -5.9, -10.5, 33.4, 1.6
COc1ccc(C2/C(=C(/O)c3ccccc3)C(=O)C(=O)N2CC(C)O)c(OC)c1 (configuration not stated)
    -0.5, -4.4, i, 6.6, 8.7, -4.1, -13.9, -6.9, 1.9
COc1ccc(CSC2=NCCN2)cc1Cl
    -0.7, -6.9, i, -1.1, -44.1, -13.8, -6.7, -10.0, -1.3
CCOC(=O)/C(C#N)=C/C1=C(N2CCCC2)CC(C)(C)OC1
    -1.0, -5.9, i, -1.5, 4.7, 1.5, -4.0, -7.2, -0.4

Carrying on.
Every second line gives: TbMetRS inhib, CSN inh, Neddyl block, Rin1-Abl PPI inh, PABP1 MLLE inh, E coli Lon inh, MsrA act, FAS-TE inh, MsrA inh
C=CCn1c(SCC(=O)Nc2ccc(F)cc2)nnc1-c1cnccn1
    -0.9, 1.1, i, 2.4, 8.3, 3.8, -10.4, -2.7, 0.2
Oc1ccccc1-c1nnco1
    -0.3, -0.8, i, -3.4, 4.4, -10.2, -2.0, -3.4, 0.3
C/C(=N\O)c1sc(-c2ccccc2)nc1C
    -0.8, -1.7, i, -0.2, 0.4, -3.9, -5.5, -8.9, 1.1
CN1CCN(CC(=O)n2c3c(c4ccccc42)CCCC3)CC1
    -0.7, 39.3*, i, 1.7, 6.6, -4.0, -6.1, -9.9, 0.9
O=C(O)CC1(CC(=O)Nc2ccc(Br)cc2)CCCCC1
    0.0, 1.0, i, 1.0, -16.4, -3.7, -4.2, -2.2, -0.4
Cc1ccc(OCCC(=O)N(CCC(C)C)c2c(N)n(Cc3ccccc3)c(=O)[nH]c2=O)cc1
    -0.4, 6.6, i, 4.1, 5.1, -9.1, -0.9, -4.1, /
Cc1cc(C)nc(SCc2ccc(C(=O)N/N=C/c3ccccn3)cc2)n1
    -0.6, 6.0, i, -1.8, 11.0, 1.4, -2.6, 0.7, -0.1
Cc1cccc(C(=O)C2CCN(S(=O)(=O)c3ccc(C(=O)O)cc3)CC2)c1
    0.7, 4.8, i, 1.6, -5.3, -0.7, -1.0, -1.5, -0.5
CCOC(=O)c1c(NC(=O)COC(=O)c2ccncc2)sc(C)c1C
    -0.7, -3.1, i, -1.6, 2.7, 1.4, -1.6, -5.3, -1.0
O=C(CNS(=O)(=O)c1cccc(Cl)c1)Nc1ccc(-c2nc3ccccc3s2)cc1
    -1.4, -5.1, i, 1.9, -42.9, -4.5, -6.5, -9.9, 0.6

Reformatted: 2 of the compounds above.
Oc1ccccc1-c1nnco1
  TbMetRS inhib: -0.3; CSN inh: -0.8; Neddyl block: i; Rin1-Abl PPI inh: -3.4; PABP1 MLLE inh: 4.4; E coli Lon inh: -10.2; MsrA act: -2.0; FAS-TE inh: -3.4; MsrA inh: 0.3
CN1CCN(CC(=O)n2c3c(c4ccccc42)CCCC3)CC1
  TbMetRS inhib: -0.7; CSN inh: 39.3*; Neddyl block: i; Rin1-Abl PPI inh: 1.7; PABP1 MLLE inh: 6.6; E coli Lon inh: -4.0; MsrA act: -6.1; FAS-TE inh: -9.9; MsrA inh: 0.9

(cont.)
Every second line gives: TbMetRS inhib, CSN inh, Neddyl block, Rin1-Abl PPI inh, PABP1 MLLE inh, E coli Lon inh, MsrA act, FAS-TE inh, MsrA inh
CN(C)c1cccc(NC2=CC(=[N+]3CCOCC3)CC(C)(C)C2)c1
    0.2, -3.7, i, -5.8, -93.7, -2.5, -5.6, -8.8, 4.8*
CCCCOC(=O)c1ccc(NC(c2ccc(C)cc2)P(=O)(OC)OC)cc1 (configuration not stated)
    -0.6, -12.3, i, -0.5, 6.1, -14.9, -3.9, 12.7, -0.1
Nc1ccccc1SCC(=O)Nc1nc(-c2ccccc2)cs1
    -0.4, -5.4, i, 0.4, -3.6, 1.0, -11.0, 8.9, 1.0
CC1CCN(c2nc3ccc(C(=O)N4CCN(Cc5ccc6c(c5)OCO6)CC4)cc3s2)CC1
    -0.7, 0.8, i, 4.7, -6.4, -5.2, 2.2, 18.1, -0.8
CN(C(=O)COc1ccc2c(-c3ccccc3)cc(=O)oc2c1)C1CCS(=O)(=O)C1 (configuration not stated)
    0.2, 0.1, i, 2.5, -3.5, -7.0, -3.1, 1.3, 2.2
CC(C)Oc1ccc(C(=O)CCN2CCOCC2)cc1
    -1.2, 0.4, i, 0.1, 4.1, 5.8, -8.1, -4.0, -0.2
Cc1ccccc1-c1nc(CN2CCSCC2)c(C)o1
    -1.3, -1.5, i, 2.7, 4.3, -1.4, -11.8, -2.6, 0.3
CC(=O)NC1=NC(=O)/C(=C/N2CCCCC2)S1
    -0.4, 1.1, i, -4.2, 11.6, -6.8, -3.5, -3.5, 2.9
CC(C)C[C@@H](CN1CCCC1CN1C(=S)NC[C@@H]1Cc1ccccc1)N1C[C@H](Cc2ccccc2)N(CC2CCCCC2)C1=S (some centres not stated)
    0.1, 3.4, i, /, /, -7.8, -1.8, -109.8, -1.2
NC(=O)CSc1nnc(-c2cccc(S(=O)(=O)N3CCCCC3)c2)o1
    -0.8, 3.2, i, -1.9, -102.7, -3.9, -6.9, -6.9, 0.5

The list continues.
Every second line gives: TbMetRS inhib, CSN inh, Neddyl block, Rin1-Abl PPI inh, PABP1 MLLE inh, E coli Lon inh, MsrA act, FAS-TE inh, MsrA inh
CC1CC(C)CN(C(=O)CSc2nnc(-c3ccc(Cl)s3)o2)C1 (configuration not stated)
    -1.8, -5.5, i, -3.0, 0.7, 3.2, -0.1, 20.4, 1.9
COc1ccc(-n2c(C)cc(C(=O)CSc3nn4c(=O)c(C(C)(C)C)nnc4s3)c2C)cc1
    -0.6, -0.3, i, -0.7, -45.9, -2.5, 0.5, -14.2, 1.1
Nc1c(C(=O)N/N=C/c2ccc(Cl)cc2)cnn1-c1ccccc1
    -0.7, 118.5*, i, 0.1, 16.5, -5.6, -4.8, -2.1, 0.0
CC(N)c1csc(Nc2nncc3ccccc23)n1 (configuration not stated)
    0.0, 2.1, i, 0.9, -5.5, -9.4, -1.0, -7.1, 1.5
Cc1ccc(C(=O)N2CCOCC2)cc1[N+](=O)[O-]
    -1.0, -7.5, i, 1.8, -7.5, -1.7, -5.6, -8.9, -0.3
CCN(CC)C(=O)c1sc2nc(-c3ccncc3)[nH]c(=O)c2c1C
    0.1, 0.4, +, -5.4, 12.5, -2.5, -2.4, -3.6, 2.2
CC1=NNC(=O)C1CCC(=O)N/N=C\c1ccccc1[N+](=O)[O-] (configuration not stated)
    0.0, 4.5, i, -1.4, -7.6, -5.4, -6.0, 0.2, 0.5
C/C(N)=C(/C#N)C(=O)COC(=O)CSc1ccccc1
    -0.9, -1.9, i, 5.1, 11.3, -1.9, -10.4, 2.9, -0.7
CCOc1ccc(C(=O)OCC(=O)NCc2ccccc2)cc1OCC
    -0.3, 2.4, i, 1.2, -0.6, -16.9, -3.1, -1.7, -0.3
CC1=NC(=O)C(N=Nc2ccccc2C(=O)O)N1c1ccccc1 (configuration not stated)
    -0.7, -2.1, i, -1.5, 14.2, 5.1, -6.5, -2.1, 0.3

Following part
Every second line gives: TbMetRS inhib, CSN inh, Neddyl block, Rin1-Abl PPI inh, PABP1 MLLE inh, E coli Lon inh, MsrA act, FAS-TE inh, MsrA inh
CCCCC(=O)N1CCN(c2nc3ccc(OCC)cc3s2)CC1
    -0.3, 62.5*, i, 7.2, 2.5, -11.2, -0.4, -0.6, -0.3
CCn1c(Cc2ccccc2)nnc1SCC(=O)Nc1nccs1
    -0.4, -4.7, i, -2.3, -1.2, -8.3, -0.2, -9.8, -1.2
CCOCCCNc1ncc2c(n1)CC(c1ccc(C)cc1)CC2=O (configuration not stated)
    -0.8, -5.3, i, -0.7, -9.0, -5.4, -2.7, 0.4, -0.4
COC(=O)c1sc(N2C(=O)c3oc4ccccc4c(=O)c3C2c2cccs2)nc1C (configuration not stated)
    0.3, -3.8, i, 0.2, 4.7, -6.1, -7.4, 0.3, 0.2
O=C(NCCN1CCOCC1)C1CCC(CNS(=O)(=O)c2ccccc2)CC1 (configuration not stated)
    -0.1, -3.8, i, 0.9, -14.0, 2.0, -4.4, -12.2, 0.0
O=[N+]([O-])c1cc([N+](=O)[O-])c2cccnc2c1Oc1ccccc1O
    0.5, 11.7, i, 0.7, 14.4, 5.2, -5.3, 15.4, 1.5

Assay outcomes deposited in PubChem by several laboratories.
